Bioassay records (PubChem BioAssay)
ATG4B inhibitor – blocks human ATG4B protease cleavage of LC3 substrate; Q9Y4P1; ATG4B cleavage of LC3-PLA2, NBD-HPC fluorescence, 1 h; inhibition, % at 8.33 µM; 340,000 tested, 0.51% active; in the data active means inhibition above about 40%
Target sequence (Q9Y4P1 whole entry, looked up): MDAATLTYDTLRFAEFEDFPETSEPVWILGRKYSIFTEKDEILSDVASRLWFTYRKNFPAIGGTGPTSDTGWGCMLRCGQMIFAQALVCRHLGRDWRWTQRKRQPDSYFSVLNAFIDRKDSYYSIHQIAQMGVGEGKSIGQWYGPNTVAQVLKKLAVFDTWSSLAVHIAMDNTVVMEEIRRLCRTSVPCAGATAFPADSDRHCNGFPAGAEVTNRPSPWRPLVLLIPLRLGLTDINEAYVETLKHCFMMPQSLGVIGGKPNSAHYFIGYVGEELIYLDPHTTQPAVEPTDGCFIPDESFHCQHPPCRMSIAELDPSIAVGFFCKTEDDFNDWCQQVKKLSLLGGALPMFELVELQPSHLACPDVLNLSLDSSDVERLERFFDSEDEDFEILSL
MIN6 prolif – inducers of beta-cell replication in MIN6 cells; MIN6 cells proliferation, ATPlite luminescence, 48 h; cells starved in 0.2% serum; 100% = growth in 10% serum; proliferation, % at 10 µM; 330,000 tested, 0.29% active; AID 2380;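 active means compounds whose signal lies at least 3.5 SD above the mean of all wells on their plate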;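 further: 0% = DMSO-treated cells in low-serum medium and 100% = 10% serum control; some compounds called inactive have numbers as strong as hits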
MPTP inh – permeability transition pore inhibition; AID 602449; isolated mouse mitochondria, Ca2+ swelling absorbance, 30 min; 360,000 tested, 1.4% active; inhibition, % at 10 µM;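 active means inhibition of 50% or more, scaled per plate between neutral and stimulator controls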;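 further: 0% = DMSO wells given calcium and 100% = 1 mM EGTA wells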
hIAP activ – human IAP activation. P09923. purified human IAP, CDP-Star luminescence, 30 min; stronger effect = higher value; 1 = vehicle-only enzyme, 0 = enzyme-free background. activation factor at 10 µM. 330,000 tested, 0.16% active;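 active means activation factor of the enzyme at least 2-fold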; further: the source names both 10 and 20 µM as test concentration; values of inactives mirror those of a sister screen read the other way
Target sequence (P09923 whole entry, looked up): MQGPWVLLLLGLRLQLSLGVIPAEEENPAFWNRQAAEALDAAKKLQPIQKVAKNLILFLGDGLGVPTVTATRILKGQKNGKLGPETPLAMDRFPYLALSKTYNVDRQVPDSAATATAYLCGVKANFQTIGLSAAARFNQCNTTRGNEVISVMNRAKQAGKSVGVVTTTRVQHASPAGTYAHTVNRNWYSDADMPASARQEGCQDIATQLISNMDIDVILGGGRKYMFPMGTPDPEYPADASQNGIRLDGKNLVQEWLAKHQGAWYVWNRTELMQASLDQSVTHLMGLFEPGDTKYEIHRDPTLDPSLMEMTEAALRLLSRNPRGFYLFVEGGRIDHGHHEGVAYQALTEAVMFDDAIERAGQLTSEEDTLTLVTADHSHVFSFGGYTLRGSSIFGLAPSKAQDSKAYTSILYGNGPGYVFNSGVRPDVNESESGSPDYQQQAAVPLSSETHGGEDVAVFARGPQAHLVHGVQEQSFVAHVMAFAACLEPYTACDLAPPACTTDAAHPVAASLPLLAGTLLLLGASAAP
hIAP block – human IAP inhibition | P09923 | purified IAP, CDP-Star luminescence, 30 min | inhibition, % at 10 µM | 330,000 tested, 0.12% active | AID 2544;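 active means inhibition reaching a set limit with compound at 10 µM in the primary screen, cut at about 35% in these data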;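 further: plate controls were DMSO wells with enzyme for no effect and no-enzyme buffer wells for full effect; values of inactives mirror those of a sister screen read the other way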
mIAP block – blocks mouse intestinal alkaline phosphatase | purified mouse IAP, CDP-Star luminescence, 30 min | inhibition, % at 10 µM | 330,000 tested, 0.2% active;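 active means inhibition of at least 40% at 10 µM in the primary screen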;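 further: plate controls were DMSO with enzyme for no effect and no enzyme wells for full effect; values of inactives mirror those of a sister screen read the other way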
APOBEC3A inh – human APOBEC3A DNA deaminase inhibition | inhibition, % at 20 µM | 330,000 tested, 0.41% active | recombinant A3A, FAM/TAMRA ssDNA deamination fluorescence | AID 493011 | P31941;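 active means at least 40% inhibition at 20 µM here, with at most 30% in a related deaminase screen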;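 further: plate controls were A3A with DMSO for no effect and wells lacking A3A enzyme for full effect; some results filed as inactive read as strong as hits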
mIAP act – mouse IAP activation; 330,000 tested, 0.24% active; AID 2805; activation factor at 10 µM; muIAP, CDP-Star luminescence, 30 min; stronger effect = higher value; 1 = vehicle-only enzyme signal, 0 = enzyme-free wells;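 active means activation factor of at least 2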; further: the source names both 10 and 20 µM as test concentration; values of inactives mirror those of a sister screen read the other way
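also added = chemiluminescent substrate CDP-Star | test system = mouse IAP enzyme | signal = chemiluminescence readout | compound = DMSO-dissolved test compounds | incubation = 30 min at room temperature | benchmarks = DMSO wells, no-enzyme wells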
APOBEC3G inh – inhibitors of human APOBEC3G DNA deaminase; Q9HC16; recombinant A3G, ssDNA deamination FAM/TAMRA fluorescence; inhibition, % at 20 µM; 330,000 tested, 0.28% active; AID 493012;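 active means inhibition of at least 40% at 20 µM, with no more than 30% in the related APOBEC3A deaminase screen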;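 further: plate controls were DMSO wells with A3G for no effect and wells lacking A3G enzyme for full effect; some compounds called inactive have numbers as strong as hits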
The depositor's hits bear a star; nt = no result given.

SMILES	ATG4B inhibitor	MIN6 prolif	MPTP inh	hIAP activ	hIAP block	mIAP block	APOBEC3A inh	mIAP act	APOBEC3G inh
COc1cc(OC)cc(C(=O)NNC(=O)c2ccccn2)c1	2	-2	-0.8	1.8	-81	18	2	0.82	-4
COCCNC(=S)N/N=C/c1ccc(OCc2ccc(C(=O)OC)cc2)cc1	-5	-1	2.9	1	-4	8	-2	0.92	-3
CCOc1ccccc1NC(=O)Nc1ccon1	-2	4	1.6	1	-4	0	1	1	-5
COc1ccc(-c2cc3c(=O)n(CC(=O)NCc4ccccc4F)ncn3n2)cc1	9	-5	1.1	0.94	6	-4	0	1	-8
CCN(CC)C(=O)c1c([N+](=O)[O-])c(C(C)(C)C)nn1C	-3	0	1.7	1.1	-11	5	2	0.95	0
Cc1cc(C)c(C)c(S(=O)(=O)NCC(=O)NCc2ccco2)c1C	5	-1	10	1	-1	-3	0	1	-3
CC(C)c1ccc(S(=O)(=O)N2CCN(C(=O)CCNC(=O)Nc3ccccc3)CC2)cc1	-9	0	0.4	0.87	13	-29	1	1.3	-3
NS(=O)(=O)c1ccc(CCNC(=O)CSc2nc3ccsc3c(=O)n2CCCCCC(=O)O)cc1	-2	-2	-1.0	1.1	-8	-11	1	1.1	-7
O=C(NCC1CCCN(C(=O)c2cscn2)C1)c1ccc(-c2ccccc2)cc1 (stereo not drawn)	-2	2	6.1	0.94	6	0	-3	0.99	-9
C=CCOc1ccc(/C=C/C(=O)OCC(=O)Nc2c(C)n(C)n(-c3ccccc3)c2=O)cc1	-13	4	-1.7	1.1	-8	6	0	0.94	-5
S=C(N/N=C/c1cccs1)NC1CC2CCC1C2 (stereo not drawn)	7	-4	0.8	0.86	14	9	0	0.91	4
Cc1cccc(COc2ccc(S(=O)(=O)N3CCOCC3)cc2[N+](=O)[O-])c1	-18	-2	-0.6	0.93	7	-2	5	1	-4
Cc1ccc(S(=O)(=O)N2CCCC2C(=O)Nc2nccs2)cc1 (stereo not drawn)	-1	-2	-1.3	1.1	-10	0	-2	1	-4
O=C(c1cccc(C(=O)N2CCc3ccccc32)n1)N1CCc2ccccc21	-2	-2	0.1	1	-1	-16	3	1.2	-5
O=C(CCCn1c(SCc2cccc([N+](=O)[O-])c2)nc2ccccc2c1=O)NCC1CCCO1 (stereo not drawn)	-4	-4	-1.3	0.95	4	5	0	0.95	-3
CCN(CC(=O)NCc1ccc(Cl)cc1)C(=O)/C=C/c1ccccc1	3	1	-0.2	0.95	5	7	-3	0.93	-6
O=C(CSCC(=O)Nc1ccccc1)N/N=C/c1c(O)ccc2ccccc12	-30	-6	2.0	1	-2	30	-4	0.7	-7
O=C(CCCc1c[nH]c2ccccc12)N1CCN(c2ccc(N3CCOCC3)nn2)CC1	-6	-3	-2.0	0.88	12	-2	2	1	2
O=C(COC(=O)COc1ccc(Br)cc1)NCc1ccc2c(c1)OCO2	-2	0	-0.9	0.92	8	5	0	0.95	0
CCOC(=O)c1c(=O)n(O)c2ccc(C)cc2[n+]1[O-]	1	-2	-1.8	1.1	-9	0	33	1	13

A different layout for part of the listing above:
Each structure is followed by: ATG4B inhibitor, MIN6 prolif, MPTP inh, hIAP activ, hIAP block, mIAP block, APOBEC3A inh, mIAP act, APOBEC3G inh
Cc1ccc(S(=O)(=O)N2CCCC2C(=O)Nc2nccs2)cc1 (stereo not drawn)
 : -1, -2, -1.3, 1.1, -10, 0, -2, 1, -4
O=C(c1cccc(C(=O)N2CCc3ccccc32)n1)N1CCc2ccccc21
 : -2, -2, 0.1, 1, -1, -16, 3, 1.2, -5
O=C(CCCn1c(SCc2cccc([N+](=O)[O-])c2)nc2ccccc2c1=O)NCC1CCCO1 (stereo not drawn)
 : -4, -4, -1.3, 0.95, 4, 5, 0, 0.95, -3

An excerpt from above in order of their number in APOBEC3G inh, highest first:
SMILES | ATG4B inhibitor | MPTP inh | hIAP activ | hIAP block | mIAP block | APOBEC3A inh | mIAP act | APOBEC3G inh
S=C(N/N=C/c1cccs1)NC1CC2CCC1C2 (stereo not drawn) | 7 | 0.8 | 0.86 | 14 | 9 | 0 | 0.91 | 4
O=C(COC(=O)COc1ccc(Br)cc1)NCc1ccc2c(c1)OCO2 | -2 | -0.9 | 0.92 | 8 | 5 | 0 | 0.95 | 0
COc1cc(OC)cc(C(=O)NNC(=O)c2ccccn2)c1 | 2 | -0.8 | 1.8 | -81 | 18 | 2 | 0.82 | -4
C=CCOc1ccc(/C=C/C(=O)OCC(=O)Nc2c(C)n(C)n(-c3ccccc3)c2=O)cc1 | -13 | -1.7 | 1.1 | -8 | 6 | 0 | 0.94 | -5
CCN(CC(=O)NCc1ccc(Cl)cc1)C(=O)/C=C/c1ccccc1 | 3 | -0.2 | 0.95 | 5 | 7 | -3 | 0.93 | -6
O=C(CSCC(=O)Nc1ccccc1)N/N=C/c1c(O)ccc2ccccc12 | -30 | 2.0 | 1 | -2 | 30 | -4 | 0.7 | -7
O=C(NCC1CCCN(C(=O)c2cscn2)C1)c1ccc(-c2ccccc2)cc1 (stereo not drawn) | -2 | 6.1 | 0.94 | 6 | 0 | -3 | 0.99 | -9

Additional entries:
SMILES	ATG4B inhibitor	MIN6 prolif	MPTP inh	hIAP activ	hIAP block	mIAP block	APOBEC3A inh	mIAP act	APOBEC3G inh
O=C(O)COc1ccc2nsnc2c1Cl	-2	0	-1.1	1.4	-44	-3	-2	1	-4
CCOc1ccc(S(=O)(=O)NC(=O)c2ccccc2)cc1	0	0	1.0	1	-4	2	-2	0.98	-7
Cc1csc(NC(=O)CCC(=O)N(CC(=O)NC2CCCC2)Cc2ccco2)n1	-14	1	-0.6	0.94	6	-7	-4	1.1	-8
Clc1ccc(C2=NN=C3COc4ccccc4N3C2)cc1	-1	-1	-0.5	1	-2	4	0	0.95	1
CCn1cc(C(=O)Nc2cc(C)ccc2C)c(=O)c2ccc(C)nc21	nt	-1	nt	0.94	6	3	2	0.97	-4
CCOC(=O)C1=C(C)NC2=C(C(=O)c3ccccc32)C1c1cccc2ccccc12 (stereo not drawn)	6	-7	7.1	1.1	-7	13	0	0.87	-6
COc1cccc(CNC(=O)CCCC(=O)NC(C)CCc2ccccc2)c1 (stereo not drawn)	2	-1	-0.8	1.1	-13	-10	-8	1.1	-6
COc1ccccc1N1CCN(C(=O)C(NS(=O)(=O)c2cccs2)c2ccccc2)CC1 (stereo not drawn)	-8	-2	-3.1	0.75	25	2	-1	0.97	-3
Cc1noc(NS(=O)(=O)c2ccc(NC(=O)CCN3C(=O)c4ccccc4C3=O)cc2)c1C	-1	-3	-0.7	1	0	-4	-4	1	-4
O=C(CCNC(=O)N1CC(=O)Nc2ccccc21)Nc1ccc(F)c(Cl)c1	-2	4.9*	-1.7	1.2	-21	-9	-3	1.1	-7

The final 2 entries of the section above open the next one:
SMILES	ATG4B inhibitor	MIN6 prolif	MPTP inh	hIAP activ	hIAP block	mIAP block	APOBEC3A inh	mIAP act	APOBEC3G inh
Cc1noc(NS(=O)(=O)c2ccc(NC(=O)CCN3C(=O)c4ccccc4C3=O)cc2)c1C	-1	-3	-0.7	1	0	-4	-4	1	-4
O=C(CCNC(=O)N1CC(=O)Nc2ccccc21)Nc1ccc(F)c(Cl)c1	-2	4.9*	-1.7	1.2	-21	-9	-3	1.1	-7
O=C(O)CCCNC(=O)c1cncc(Br)c1	3	-1	3.1	0.99	1	4	-1	0.96	-7
Cc1nonc1NC(=O)c1oc2ccccc2c1C	-4	-1	-1.9	1.2	-21	-1	-5	1	2
Cc1nn(C)c(C)c1C1C(C#N)=C(N)Oc2n[nH]c(C)c21 (stereo not drawn)	15	1	1.8	0.99	1	12	-4	0.88	-9
CN1CCN(CCc2nc3cc(NC(=O)COc4ccc([N+](=O)[O-])cc4)ccc3n2C)CC1	-5	-1	-2.6	1.2	-21	-3	-1	1	-3
COc1ccc(/C=N/NC(=O)C[n+]2ccccc2)c(OC)c1OC	-5	4	0.0	0.88	12	-7	2	1.1	-4
COc1ccc(-c2ccc(SCC(=O)NCc3ccco3)nn2)cc1OC	-3	4	-3.0	0.89	11	8	5	0.92	-5
NS(=O)(=O)c1ccc(CCNC(=O)C2CCN(S(=O)(=O)c3cnc[nH]3)CC2)cc1	-16	-1	-0.1	0.95	5	-1	-7	1	-5
CC(=O)Nc1cccc(NC(=O)c2oc3ccccc3c2C)c1	nt	1	nt	0.92	8	4	0	0.96	-4
Cc1nc2cc(NC(=O)c3ccc(S(=O)(=O)N(C)c4ccccc4)cc3)ccc2o1	-4	-2	0.6	0.98	2	-3	15	1	-6
COc1ccc(C(=O)Nc2ccccc2-c2nnn(CC(=O)NCc3ccco3)n2)cc1	-2	0	2.8	0.92	8	2	-4	0.98	-6
CC(=O)Nc1cc(C(=O)N2CCc3ccccc3C2)ccc1Sc1ccc(C)cc1	46*	-5	8.4	1	-1	2	3	0.97	-2
O=C1C(c2ccccc2)C(c2ccccc2)NC(c2ccccc2)C1c1ccccc1 (stereo not drawn)	-11	-5	0.9	1.1	-14	-9	-2	1.1	-5
CCOC(=O)C/C(C)=N/NC(=O)CN(c1ccc(Br)cc1)S(=O)(=O)c1ccccc1	1	-1	2.0	0.99	1	4	0	0.96	-2
CCNC(=O)NC(=O)C(C)OC(=O)C1CCN(S(=O)(=O)c2ccc(C)c(C)c2)CC1 (stereo not drawn)	-6	0	0.7	0.93	7	11	-1	0.89	-8
O=C(CSc1ccc(-c2ccc(Br)cc2)nn1)NC1CCCC1	6	-2	1.2	0.91	9	-4	-1	1	-7
CCN1CCN(Cc2ccc(NC(=O)Nc3ccccc3Cl)cc2)CC1	-3	-6	-0.9	0.96	4	-36	0	1.4	-3
c1ccc(N=Nc2ccc3cccccc2-3)cc1	5	-2	3.1	0.98	2	22	1	0.78	-7
COc1ccccc1N1C(=O)CC(Sc2nc(C)cc(C)n2)C1=O (stereo not drawn)	8	4	-0.7	1	-3	-6	-2	1.1	-7
COc1cc(NC(=O)C(C)C)ccc1NC(=O)c1ccco1	-2	-2	-0.6	1.2	-18	-11	-3	1.1	1
COc1ccc(NC(=O)COC(=O)C2CCN(S(=O)(=O)c3cccs3)CC2)cc1	1	-1	0.2	0.87	13	3	1	0.97	-4
COc1ccc(CNCCC(c2ccc(OC(C)C)cc2)c2ccccc2OC)cc1OC (stereo not drawn)	0	-5	4.5	1.2	-21	2	4	0.98	-2
Cc1ccc(S(=O)(=O)/C(C#N)=C/c2c(N3CCN(Cc4ccccc4)CC3)nc3ccccn3c2=O)cc1	28	-1	0.7	1	-4	6	-3	0.94	-3
Cc1ccc(S(=O)(=O)N2CCOCC2)cc1C(=O)N1CCN(S(=O)(=O)c2cccc(F)c2)CC1	3	1	-0.3	0.98	2	-8	0	1.1	-6
CCOC(=O)c1c(NC(=O)COC(=O)CCOc2ccc(C)cc2)sc(C(=O)N(C)C)c1C	-12	4	0.3	1.1	-5	4	-1	0.96	-3
COc1ccc(NC(=O)NC2CCCCC2C)cc1 (stereo not drawn)	-10	3	0.7	0.96	4	-6	-4	1.1	-5
O=C(CS(=O)(=O)c1ccc(F)cc1)Nc1nccs1	-3	-1	-1.1	0.96	4	10	3	0.9	-6
O=C(CCc1nc2ccccc2c(=O)[nH]1)OCCOc1ccc(Cl)cc1	-5	-3	-1.4	0.88	12	-10	1	1.1	-5
